Screening data from PubChem BioAssay.
KCNK3 block – human KCNK3 channel inhibition, primary screen. CHO-KCNK3 thallium flux, FluxOR fluorescence; stronger effect = lower value. B-score at 10 µM. actives 0.84% (n = 340,000). AID 602410;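 active = B-score under library mean minus 4 SD, starting fluorescence ratio at most library mean plus 5 SD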;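 also: more negative B-score means stronger inhibition of thallium flux through KCNK3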
Target sequence (O14649 whole entry, looked up): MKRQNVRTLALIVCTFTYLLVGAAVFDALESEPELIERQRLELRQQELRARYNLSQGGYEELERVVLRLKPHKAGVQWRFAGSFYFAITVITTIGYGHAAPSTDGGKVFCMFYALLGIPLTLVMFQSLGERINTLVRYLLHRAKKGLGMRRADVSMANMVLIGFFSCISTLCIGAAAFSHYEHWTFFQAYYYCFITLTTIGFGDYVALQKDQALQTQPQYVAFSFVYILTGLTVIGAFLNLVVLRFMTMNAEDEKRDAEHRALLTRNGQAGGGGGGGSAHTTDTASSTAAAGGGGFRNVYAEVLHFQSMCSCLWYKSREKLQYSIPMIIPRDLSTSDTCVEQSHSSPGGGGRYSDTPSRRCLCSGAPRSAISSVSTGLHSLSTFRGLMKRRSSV
SKKanGAS inh – inhibitors of SKKanGAS S. pyogenes growth in kanamycin (SK-promoter or general growth effect); inhibition, % at 7.5 µM; BacTiter-Glo, 6 h; actives 1.3% (n = 300,000);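 active = mean replicate score, as percent of positive control median, at least 50; inconclusive = mean below 50 but one replicate at or above 50; inactive = mean and every replicate below 50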;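 also: strain carries kanamycin resistance gene driven by streptokinase promoter and grows in 40 µg/ml kanamycin; loss of luminescence reflects streptokinase promoter inhibition or plain growth inhibition; 0% = median of DMSO wells and 100% = positive control at its reference dose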
RGS4 pot – potentiators or activators of RGS4 | HEK293 M3R/inducible RGS4, carbachol calcium flux Fluo4; stronger effect = lower value | B-score at 10 µM | actives 0.92% (n = 310,000) | AID 463111;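 active = B-score of the integrated calcium signal more than 4 SD below the library mean, with starting fluorescence not abnormally high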;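 also: negative B-score means reduced calcium response which marks RGS4 activation or potentiation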
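System: HEK293 FlpIn-TREx cells, stable M3R, doxycycline-inducible RGS4. Timing: overnight RGS4 induction, 30 min dye load 37 °C, 20 min compound RT. Also added: carbachol, ECmax concentration. Measured by: Fluo4 fluorescence kinetic imaging of calcium. Evaluation: integrated calcium ratio converted to B score.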
ANO1 block – blocks the mouse calcium-activated chloride channel TMEM16A; Q8BHY3; HEK293 TMEM16A/YFP iodide influx fluorescence, ionomycin; normalized B-score (activity score, 25-100; higher = stronger inhibition) at 10 µM; actives 1.2% (n = 310,000);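 active = ratio plate-corrected score three or more library SD toward inhibition, starting fluorescence score within five deviations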;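 also: score derived from kinetic fluorescence span divided by baseline fluorescence per well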
KCNQ1 pot – potentiators or activators of human KCNQ1 potassium channel. actives 0.35% (n = 310,000). B-score at 10 µM. CHO-K1 KCNQ1, thallium flux FluxOR fluorescence; stronger effect = higher value. P51787. AID 2648;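 active = fluorescence ratio B-score, a plate-corrected score, at least three library SD, with initial intensity B-score within 5 SD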
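Doses: Single concentration per compound, DMSO matched to controls | Test system: KCNQ1-transfected CHO-K1 cells | Timing: 90 min dye loading and 20 min compound exposure, both at room temperature | Measured by: Kinetic FluxOR thallium fluorescence, 10-s 1-Hz baseline, 110-s post-stimulus read | Medium: Assay buffer with matched DMSO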
KCNK9 inh – blocks the human KCNK9 two-pore domain potassium channel; Q9NPC2; HEK293 KCNK9, FluxOR thallium flux fluorescence; stronger effect = lower value; actives 1.2% (n = 310,000); B-score at 10 µM;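 active = ratio B-score over 3 SD below the library mean, with starting fluorescence within 5 SD of its mean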;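 also: negative B-score means less thallium flux so channel inhibition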
Target sequence (Q9NPC2 whole entry, looked up, the tested form may be a part): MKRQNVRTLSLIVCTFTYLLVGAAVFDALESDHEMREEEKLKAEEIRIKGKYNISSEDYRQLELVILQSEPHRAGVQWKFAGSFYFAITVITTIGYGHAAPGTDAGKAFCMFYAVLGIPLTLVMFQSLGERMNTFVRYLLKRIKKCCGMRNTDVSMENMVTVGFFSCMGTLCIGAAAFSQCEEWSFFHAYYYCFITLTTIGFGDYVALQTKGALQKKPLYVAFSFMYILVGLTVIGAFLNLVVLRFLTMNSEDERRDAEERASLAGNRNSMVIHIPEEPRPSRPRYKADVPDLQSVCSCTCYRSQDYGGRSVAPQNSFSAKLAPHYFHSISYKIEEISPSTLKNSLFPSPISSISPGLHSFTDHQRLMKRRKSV
KCNQ1 inh – human KCNQ1 channel inhibition. P51787. CHO-K1 KCNQ1, FluxOR thallium flux fluorescence; stronger effect = higher value. AID 2642. B-score at 10 µM. actives 1.3% (n = 310,000);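 active = compounds whose thallium flux B-score, printed positive for inhibition, exceeds three library SD while starting fluorescence stays within three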;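 also: channel opened by potassium depolarization with thallium stimulus after 20 min compound exposure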
HDAC3 inh – human HDAC3 inhibition | O15379 | recombinant HDAC3, fluorogenic peptide/trypsin coupled, fluorescence | inhibition, % at 8.3 µM | actives 0.15% (n = 320,000) | AID 2718; in the data active = inhibition above about 26%, passing the limit was not always enough; inconclusive = no clear call, values can overlap the other calls
TMEM16A act – activates or potentiates the mouse TMEM16A chloride channel. HEK293 TMEM16A/YFP-H148Q/I152L, iodide quench fluorescence; stronger effect = lower value. B-score at 10 µM. actives 0.3% (n = 340,000). AID 623877;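 active = fluorescence-ratio B-score plate-corrected deviation score at least 3 library SD below zero, with starting fluorescence score within 5 deviations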;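 also: channel opened by trigger with iodide after compound preincubation; score built on the fluorescence ratio of max minus min over baseline; more negative score means more quench and so TMEM16A activation or potentiation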
hERG protect – hERG (human) protection from proarrhythmic block; CHO-hERG, FluxOR thallium flux, dofetilide IC70 present; AID 1511; actives 0.51% (n = 310,000); activation (rescue from dofetilide block), less the hit threshold, % at 10 µM; Q12809;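 active = activation above the mean of controls blocked by dofetilide plus 5 SD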;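 also: thallium influx through hERG after potassium depolarization seen as dye fluorescence rise; in these data hits start at about 4.7%; inactives centre near -7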
RGS4 block – human RGS4 inhibition; P49798; B-score at 10 µM; actives 0.45% (n = 310,000); AID 463165; HEK293 M3R/RGS4 inducible, Fluo-4 calcium flux; stronger effect = higher value; triggered by carbachol at its EC20;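 active = B-score, a plate-corrected calcium signal, over three deviations above library mean, with baseline fluorescence within five deviations of library mean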;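 also: RGS4 expression induced by doxycycline in cells with stable M3 receptor; B-score is computed from the integrated fluorescence ratio over baseline after carbachol; higher B-score means a larger calcium signal and so more RGS4 inhibition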
Target sequence (P49798 whole entry, looked up): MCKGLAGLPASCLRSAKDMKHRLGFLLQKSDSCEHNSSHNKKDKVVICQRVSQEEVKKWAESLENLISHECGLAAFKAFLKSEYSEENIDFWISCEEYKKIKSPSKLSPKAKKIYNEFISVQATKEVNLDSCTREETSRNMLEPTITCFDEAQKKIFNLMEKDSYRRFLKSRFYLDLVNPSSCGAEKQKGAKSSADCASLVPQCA
Starred values were filed as active, the others as inactive; i = inactive; ? = inconclusive; / = no result given. The order is random; overall some 6.3% were active at least once.

| mol | RGS4 pot | KCNQ1 pot | SKKanGAS inh | hERG protect | KCNK3 block | TMEM16A act | ANO1 block | KCNK9 inh | KCNQ1 inh | RGS4 block | HDAC3 inh |
| --- | --- | --- | --- | --- | --- | --- | --- | --- | --- | --- | --- |
| CN(C)c1ccc(/C=C/C(O)=C2/C(=O)N(C)C3(C)CC2c2ccccc2O3)cc1 (stereo not drawn) | i | i | 6 | -17 | / | / | i | i | 7* | i | 0 |
| CCOC(=O)c1ccc(Nc2cc(C)nc(C)c2C(=O)OCC)cc1 | -8.4* | i | -7 | -10 | i | i | i | i | i | i | 2 |
| N#CC1=C2C=Cc3ccccc3N2CCCC1=O | i | i | -2 | -12 | i | i | i | i | i | i | 3 |
| COc1cccc(OCc2cc(C(=O)NCC3CCCCC3)no2)c1 | i | i | -8 | -7 | i | i | i | i | i | i | 1 |
| CC(C)NC(=S)N/N=C/c1c[nH]c2ccccc12 | i | i | -11 | -15 | i | i | i | i | i | i | 8 |
| C=CCn1c(-c2cccc(OCC)c2)n[nH]c1=S | i | i | 8 | -7 | i | i | i | i | i | i | 1 |
| COc1ccc(-c2cc(C(F)(F)F)nc(SCCC(=O)NCc3ccccc3)n2)cc1 | i | i | -3 | -10 | i | i | i | i | i | i | ? |
| COc1cccc(NC(=O)CCC(=O)Nc2ccc3nc(N4CCOCC4)cc(C)c3c2)c1 | i | i | 6 | -11 | i | i | i | i | i | i | -19 |
| O=C(NC1CCCC1)C1CCC(=O)N1C1CCCCC1 (stereo not drawn) | i | i | 2 | -17 | i | i | i | i | i | i | 1 |
| O=C(CN1C(=O)C2C3C=CC(C3)C2C1=O)NCc1ccc2c(c1)OCO2 (stereo not drawn) | i | i | 0 | -5 | i | i | i | i | i | i | -5 |
| COc1ccc(CCNC(=O)Cn2c(=O)n(-c3ccc(F)cc3F)c(=O)c3sccc32)cc1OC | i | i | -5 | -13 | i | i | i | i | i | i | 0 |
| CC(C)C(NC(=O)C1CCCCC1)C(=O)NCCc1ccccc1 (stereo not drawn) | i | i | -4 | -4 | i | i | i | i | i | i | -10 |
| O=C(COC(=O)Cc1n[nH]c(=O)c2ccccc12)NNC(=O)c1ccccc1 | i | i | 6 | -8 | i | i | i | i | i | i | / |
| COc1ccc(S(=O)(=O)N2CCC(C(N)=O)CC2)c2ccccc12 | i | i | -7 | -8 | i | i | i | i | i | i | 6 |
| Cc1ccc(-n2nnnc2SCc2ccccn2)cc1C | i | i | -4 | -6 | i | i | i | i | i | i | -2 |
| COc1ccc(CNS(=O)(=O)NCc2ccccc2)cc1 | i | i | 3 | -6 | i | i | i | i | i | i | -1 |
| Cc1cc(NC(=O)/C=C/c2cccc(Cl)c2)n(-c2nc3ccccc3[nH]2)n1 | i | i | 17 | -9 | i | i | i | i | i | i | / |
| CCOCCCn1c(SCC(=O)Nc2ccc(C(N)=O)cc2)nc2ccccc2c1=O | i | i | 1 | -11 | i | i | i | i | i | i | -3 |
| O=C(NCCN1CCCCC1)c1c(O)c2ccccc2[nH]c1=O | i | i | -7 | -10 | i | i | i | i | i | i | -2 |
| CCCOc1ccc(C(=O)N(CC(C)C)c2c(N)n(Cc3ccccc3)c(=O)[nH]c2=O)cc1 | i | i | -3 | 1 | i | i | i | i | i | i | 8 |
| COc1c(Cl)cc(Cl)cc1CNCCNCC(C)O (stereo not drawn) | i | i | 0 | -14 | i | i | i | i | i | i | 0 |
| CCN(CC)c1ccc(C2C(C(=O)OCCOC)=C(C)NC3=C2C(=O)CCC3)cc1 (stereo not drawn) | i | i | -3 | 3 | i | i | i | i | i | i | 2 |
| O=C(NCc1csc(-c2cccs2)n1)C1CCC1 | i | i | -3 | -7 | i | i | i | i | i | i | -13 |
| CC1COc2ccccc2N1C(=O)c1ccc(Cl)cc1 (stereo not drawn) | i | i | 3 | -9 | i | i | i | i | i | i | -6 |
| CCc1ccc(C(=O)N2CCN(c3ccc(F)cc3)CC2)s1 | i | i | -3 | -9 | i | i | i | i | i | i | 5 |
| CC(=O)c1cnc2cc(C)nn2c1C | i | i | 1 | -5 | i | i | i | i | i | i | 3 |
| O=C(c1ccccc1)C1CCN(C(=O)c2ccc(Cl)cc2)CC1 | i | i | -6 | -7 | i | i | i | i | i | i | 3 |
| Oc1ccccc1-c1n[nH]c(=S)n1Cc1ccccc1 | i | i | -3 | -4 | i | i | i | i | i | i | 9 |
| CC(C)CC(c1nnnn1CCc1ccccc1)N1CCC(C(N)=O)CC1 (stereo not drawn) | i | i | -4 | -5 | i | i | i | i | i | i | -5 |
| CCCOc1ccc(C(=O)Nc2ccc(S(=O)(=O)Nc3cc(C)nc(C)n3)cc2)cc1 | i | i | -5 | -14 | i | i | i | i | i | i | -4 |
| O=S(=O)(Nc1ccc2c(c1)OCCO2)c1ccc2oc3ccccc3c2c1 | i | i | 28 | -3 | i | i | 25* | i | i | i | 7 |
| O=C1/C(=C\c2cccc([N+](=O)[O-])c2O)SC(=S)N1Cc1ccccc1 | i | i | 20 | -20 | i | i | 100* | i | i | i | -6 |
| CCN(CC)C(=O)c1sc2c(c1C)c(=O)n(-c1ccc(C)c(C)c1)c(=O)n2CC(=O)NCC1CCCO1 (stereo not drawn) | i | i | 1 | -2 | i | i | i | i | i | i | 5 |
| O=S(=O)(c1ccc(NC(=S)N/N=C/c2ccc(O)c(O)c2)cc1)N1CCOCC1 | i | i | 3 | -7 | i | i | i | i | i | i | 1 |
| Oc1ccc(-c2nc3ncccn3c2Nc2ccc3c(c2)OCO3)cc1 | i | i | -1 | -7 | i | i | i | i | i | i | 6 |
| Clc1ccc(-c2nc3ccccc3n2OCc2ccccc2)cc1 | i | i | 15 | -11 | i | i | i | i | i | i | 2 |
| CC(O)c1c(-c2ccccc2)nn(C)c1Cl (stereo not drawn) | i | i | -2 | -7 | i | i | i | i | i | i | 3 |
| c1ccc(-c2cnc(-c3ccccc3)nn2)cc1 | i | i | 4 | -6 | i | i | i | i | i | i | -5 |
| CCOC(=O)N/N=C/c1ccc(C)o1 | i | i | 1 | -9 | i | i | i | i | i | i | 8 |
| Nc1nc(NCc2ccccc2Cl)n(-c2ccccc2)n1 | i | i | 1 | -4 | i | i | i | i | i | i | 1 |
| CCOc1cccc(CN2CCC(n3nccc3NC(=O)c3ccc4c(c3)OCO4)CC2)c1 | i | i | 11 | -11 | i | i | i | i | i | i | 2 |
| O=C(NCCCNC(=O)c1cccnc1)c1ccc(Cl)cc1 | i | i | 1 | -7 | i | i | i | i | i | i | 0 |
| NC(=O)C1CCN(C(=O)Nc2ccccc2)CC1 | i | i | -3 | -12 | i | i | i | i | i | i | -5 |
| Cc1ccc(S(=O)(=O)C2(C(=O)NCc3ccc4c(c3)OCO4)CC2)cc1 | i | i | -3 | -6 | i | i | i | i | i | i | -2 |
| COc1cc(-c2c(C#N)c(N)nc3[nH]c(=S)[nH]c(=O)c23)ccc1O | i | i | 3 | -5 | i | i | i | i | i | i | 5 |
| COc1cc(OC)cc(C(=O)Nc2cccc(NC(C)=O)c2)c1 | i | i | 0 | -4 | i | i | i | i | i | i | -2 |
| CCOC(=O)N1CCN(C(=O)c2cc3c(s2)-c2ccccc2OC3)CC1 | i | i | -5 | -14 | i | i | i | i | i | i | -139 |
| CS(=O)(=O)N(CC(=O)Nc1ccccc1C(=O)N1CCCC1)c1ccc2c(c1)OCO2 | i | i | 4 | -9 | i | i | i | i | i | i | -4 |
| c1ccc(Nc2nc(-c3ccncc3)cs2)nc1 | i | i | -11 | -2 | i | i | i | i | i | i | 3 |
| COc1ccc(OC)c(NC(=O)c2nc(-c3ccccc3)oc2C)c1 | i | i | -2 | -6 | i | i | i | i | i | i | -1 |

Continuation:
| mol | RGS4 pot | KCNQ1 pot | SKKanGAS inh | hERG protect | KCNK3 block | TMEM16A act | ANO1 block | KCNK9 inh | KCNQ1 inh | RGS4 block | HDAC3 inh |
| --- | --- | --- | --- | --- | --- | --- | --- | --- | --- | --- | --- |
| O=C(NCC(=O)N1CCN(S(=O)(=O)c2cccc(F)c2)CC1)c1ccc(Br)o1 | i | i | 10 | -9 | i | i | i | i | i | i | / |
| CCn1cc(C(=O)N(C)c2cc(C)ccc2OC)c2cc(OC)c(OC)cc2c1=O | i | i | -2 | -7 | i | i | i | i | i | i | 2 |
| CCOc1ccc(CC(=O)C2C(=O)CC(C)(C)CC2=O)cc1OCC | i | i | -1 | -13 | i | i | i | i | i | i | 2 |
| COC(=O)CCC(=O)N1CCc2cc(S(=O)(=O)N3CCc4ccccc43)ccc21 | i | i | -15 | -4 | i | i | i | i | i | i | 0 |
| Cc1nc(-c2ccccn2)nc(SCC(=O)c2ccc(F)cc2)c1Cl | i | i | 85* | 1 | i | i | i | i | i | i | 4 |
| Cc1ccc(N2CC(C(=O)Nc3nnc(SCC(=O)Nc4nc(C)cs4)s3)CC2=O)cc1 (stereo not drawn) | i | i | 26 | -6 | i | i | i | i | i | i | 6 |
| CC(C)(C)n1nnnc1C(c1cccc(C#N)c1)N1CCC(Cc2ccccc2)CC1 (stereo not drawn) | i | i | -1 | -8 | -11* | i | i | -18* | i | i | -1 |
| COc1ccc(CSc2ncnc3sccc23)cc1F | i | i | -1 | -6 | i | i | i | i | i | i | 2 |
| CN(CC(=O)NCc1cccnc1)S(=O)(=O)c1cc(Cl)ccc1Cl | i | i | 29 | -10 | i | i | i | i | i | i | / |
| Cc1ccc(C)c(S(=O)(=O)NCC(=O)Nc2ccc3c(c2)OCO3)c1 | i | i | 3 | -3 | i | i | i | i | i | i | -11 |
| O=C1C(C=NCCCN2CCCC2=O)=C(O)c2ccccc21 | i | i | 7 | -7 | i | i | i | i | i | i | 7 |
| CCN(CC)CCCNC(=S)N(CCO)Cc1cc2cc3c(cc2[nH]c1=O)OCO3 | i | i | 1 | -11 | i | i | i | i | i | i | 4 |
| CCCCNC(=O)CCn1nc(-c2ccccc2)c2ccccc2c1=O | i | i | -7 | -2 | i | i | i | i | i | i | 1 |
| CC(C)C(=O)Nc1cccc(C(=O)NCc2ccc(S(N)(=O)=O)cc2)c1 | i | i | -3 | -12 | i | i | i | i | i | i | 1 |
| O=C(NCc1ccco1)c1ccc2c(c1)N(Cc1ccccc1)C(=O)CS2 | i | i | 0 | -14 | i | i | i | i | i | i | 2 |
